Screening data from PubChem.
PAX8 reporter – inhibitors of PAX8-driven TPO luciferase reporter, primary screen, RMG-I cells, single concentration; inhibition, % at 12.6 µM; 1.2% of 360,000 active; SteadyGlo, 24 h; AID 652154, 2013;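 active means mean replicate inhibition at least 60% with every replicate also reaching 60%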;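 further: luciferase light reporting Pax8 driven TPO promoter activity; plate controls were median of neutral control wells for no effect and mitoxantrone controls for full effect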
LGR2 inh – inhibitors of bursicon-induced LGR2 CRE-luciferase signal, primary screen, cell-based, HEK293, CRE-luciferase reporter, bursicon stimulation. Drosophila bursicon receptor LGR2 (rickets). bursicon-stimulated, 4 h. inhibition, % at 9.99 µM. 0.35% of 380,000 active;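 active means drop in luminescence signal, shown as inhibition above about 50% in the replicate tests, limit read from the data, passing the limit was not always enough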;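 further: agonist challenge used bursicon conditioned medium at about half maximal strength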
CASP6 VEID inh – human caspase-6 inhibitors, primary screen, biochemical, VEID-R110 fluorescence, single point, set 2; P55212; purified caspase-6, Z-VEID-R110 cleavage fluorescence; inhibition, % at 12.5 µM; 0.53% of 350,000 active; AID 686996, 2013;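 active means mean inhibition across replicates at least about 35%, with every replicate also reaching that limit, limit read from the data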;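 further: 0% = median of neutral control wells and 100% = no fluorescence left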
Target sequence (P55212 24-179 limits assumed): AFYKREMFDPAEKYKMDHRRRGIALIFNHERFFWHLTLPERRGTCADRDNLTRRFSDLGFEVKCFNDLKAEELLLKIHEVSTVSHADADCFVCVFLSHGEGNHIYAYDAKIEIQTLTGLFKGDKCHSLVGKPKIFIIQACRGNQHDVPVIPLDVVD
Target sequence (P55212 194-293 limits assumed): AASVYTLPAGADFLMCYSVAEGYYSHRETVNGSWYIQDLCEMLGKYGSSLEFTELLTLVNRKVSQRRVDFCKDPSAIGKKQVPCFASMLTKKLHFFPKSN
FN deposition inh – inhibitors of fibronectin matrix deposition, primary screen, AH1F cells, Alexa488-fibronectin fluorescence, plate reader. AH1F fibroblasts, overnight. inhibition, % at 12.6 µM. 0.086% of 350,000 active. AID 743247, 2014;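 active means mean inhibition across replicates of 30% or more, regardless of how many single replicates reach that level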;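 further: positive control wells lacked labelled fibronectin entirely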
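Material – AH1F fibroblast monolayer, labelled fibronectin deposition · Reagent – labelled fibronectin 24 nM · Timing – 1 h adhesion, overnight exposure · Measured by – fluorescence at 485 nm excitation, 525 nm emission · Read-out – inhibition of fibronectin deposition signal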
PGC1a acetyl inh – inhibitors of PGC1a acetylation signal, primary screen, cell-based, U2OS, AlphaScreen, inhibitor mode. 0.17% of 350,000 active. AID 651687, 2012. inhibition, % at 15.6 µM. AlphaScreen anti-acetyl-lysine; with virally co-expressed GCN5 acetyltransferase;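 active means every replicate shows inhibition of at least 40%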;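 further: 0% = neutral control wells and 100% = positive control wells; some results beyond the cut were filed as inactive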
Cneo AK release – Cryptococcus neoformans cell lysis inducers, primary screen, AK release luminescence, single concentration. 0.2% of 360,000 active. C. neoformans lysis, adenylate kinase release luminescence, 4 h; normalised: neutral wells 0, clomiphene wells 100. lysis activity, % at 15 µM. AID 651654, 2012;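 active means mean lysis activity across replicates of at least 80%, whatever share of replicates individually reach that level; inactive means mean lysis activity below 80%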
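Material: C. neoformans cells | Amount: Yeast cell density of 5 × 10^6 cells/mL | Medium: Fresh YPD growth medium | Dosing: Single dose | Times: Static 4 h at 37 °C with compound, 1 h detection | Detection: AK luminescence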
EWS-Fli block – EWS/Fli-driven NR0B1 reporter inhibitors, primary screen, A673 cells, NR0B1 luciferase, luminescence, MLPCN library; viability-normalised; inhibition, % at 12.6 µM; 0.67% of 350,000 active;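 active means mean inhibition of at least 50% after viability correction, with every replicate also passing that limit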;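 further: firefly luciferase signal divided by Alamar Blue viability fluorescence both relative to DMSO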
miR-122 sensor – miR-122 Renilla sensor signal increase in Huh7, primary screen, miR-122 inhibitor project, cell-based, single point, plate reader. Huh7 miR-122 Renilla luciferase sensor, 48 h; neutral wells = 0, positive control = 100. activation (reporter increase), % at 12.5 µM. 0.3% of 340,000 active. AID 602342, 2012;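 active means mean replicate activation score at least 90 and every replicate individually at or above 90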;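 further: higher luciferase means less miR-122 activity so hits act as miR-122 inhibitors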
The depositor's hits bear a star; . = no result given; & = joins results of further samples; [ ] = dose if it differs, or a comment.

SMILES	PAX8 reporter	LGR2 inh	CASP6 VEID inh	FN deposition inh	PGC1a acetyl inh	Cneo AK release	EWS-Fli block	miR-122 sensor
COc1ccc(S(=O)(=O)N2CCCCC2)cc1NC(=O)c1ccc(N2CCCC2=O)cc1	20	-6	1	0	3	0	1	-5
COc1cc(NC(=O)c2cccc([N+](=O)[O-])c2C)ccc1NC(=O)c1ccco1	16	0	1	10	-6	-4	-65	1
C[C@@H]1CN([C@H](C)CO)C(=O)c2cc(NC(=O)CCCCCC(=O)Nc3ccccc3N)ccc2O[C@@H]1CN(C)S(=O)(=O)c1ccccc1	29	2	.	.	-2	.	1	.
C[C@@H]1CCCCO[C@H](CN(C)Cc2ccc(Cl)c(Cl)c2)[C@@H](C)CN([C@@H](C)CO)C(=O)c2cc(NC(=O)Nc3ccc4c(c3)OCO4)ccc2O1	.	-19	-2	.	-5	2	9	6[16.7 µM]
CCc1nc(Nc2ccccc2OC)c2oc3ccccc3c2n1	4	-11	-4	5	1	5	7	10
Cc1cc(C(=O)Cn2nc(C(=O)O)c3ccccc3c2=O)c(C)n1CCc1ccc(Cl)cc1	23	23	1	-2	.	.	-8	.
COc1ccc(CNC(=O)c2ccncc2)cc1	4	7	1	-1	5	0	6	2
CCCCNC(=O)c1cn(CC(C)C)c(=O)c2c1c1ccccc1n2C	-11	6	-1	2	-4	-2	46	.
CC(NC(=O)C1CCCCC1)C(c1cccs1)N1CCOCC1 (configuration not stated)	-1	14	-2	3	.	-3	-2	0
C[C@H]1CCCCO[C@@H](CN(C)C(=O)Cc2ccccc2)[C@@H](C)CN([C@@H](C)CO)C(=O)c2cc(NS(=O)(=O)c3ccc(Cl)cc3)ccc2O1	55	5	-2	-9	4	-2	-4	-11[16.7 µM]
Cc1cc(C(=O)N/N=C/c2c(C)[nH]n(-c3ccccc3)c2=O)n[nH]1	32	13	4	1	.	-2	4	2
CCOC(=O)Cn1nnnc1C(C(C)C)N(Cc1cccs1)Cc1cc2cc(C)ccc2[nH]c1=O (configuration not stated)	7	.	.	1	.	0	.	-13
CCOC(=O)C1CCN(Cc2nc(-c3ccc(OC)c(OC)c3)no2)CC1	.	-7	.	.	7	-1	.	-7
COc1ccc(S(=O)(=O)N2CCCCC2)cc1NC(=O)CCc1nc2ccccc2c(=O)[nH]1	24	0	6	-2	2	2	15	2
Cc1ccc(C2(C)NC(=O)N(CC(=O)Nc3cc(S(=O)(=O)N4CCOCC4)ccc3C)C2=O)cc1 (configuration not stated)	19	4	5	5	.	.	-6	.

Copied from the list:
COc1cc(NC(=O)c2cccc([N+](=O)[O-])c2C)ccc1NC(=O)c1ccco1 @ Cneo AK release: -4
CC(NC(=O)C1CCCCC1)C(c1cccs1)N1CCOCC1 (configuration not stated) @ CASP6 VEID inh: -2
CCc1nc(Nc2ccccc2OC)c2oc3ccccc3c2n1 @ PGC1a acetyl inh: 1
Cc1cc(C(=O)Cn2nc(C(=O)O)c3ccccc3c2=O)c(C)n1CCc1ccc(Cl)cc1 @ LGR2 inh: 23
Cc1cc(C(=O)N/N=C/c2c(C)[nH]n(-c3ccccc3)c2=O)n[nH]1 @ FN deposition inh: 1

Remaining list, next part
SMILES	PAX8 reporter	LGR2 inh	CASP6 VEID inh	FN deposition inh	PGC1a acetyl inh	Cneo AK release	EWS-Fli block	miR-122 sensor
C[C@@H]1CN([C@H](C)CO)C(=O)c2c(c3ccccc3n2C)-c2ccccc2CO[C@H]1CN(C)C(=O)CCC(F)(F)F	-3	-6	5	-1&-2	8	0	1	-3
O=C(C[C@@H]1CC[C@@H]2[C@H](COC[C@H](O)CN2C(=O)c2ccccc2F)O1)NCc1ccc(-c2ccccc2)cc1	.	.	5	-5	-11	4	.	-5[16.7 µM]
COCC(=O)N(C)C[C@H]1Oc2cc(C#CC(C)(C)O)ccc2S(=O)(=O)N([C@H](C)CO)C[C@@H]1C	.	9	-7	.	6	-14	-6	.
O=C(c1ccccc1)N1N=C(C(F)(F)F)CC1(O)c1ccc(F)cc1 (configuration not stated)	-14	.	0	1	5	-2	2	-3
CCC(C)(C)c1nnc(NC(=O)C2CCN(C(=O)c3ccco3)CC2)s1	19	5	1	2	1	-1	-1	-1
Cn1c(C(=O)N2CCCC(C(=O)N3CCN(C(=O)c4ccco4)CC3)C2)cc2sccc21 (configuration not stated)	14	1	3	-2	-11	0	11	-2
CO[C@H]1CN(C)C(=O)c2ccc(NC(=O)c3nc4ccccc4s3)cc2OC[C@H](C)NC[C@@H]1C	.	-4	5	-15	-8	2	-3	.
CN(C)S(=O)(=O)N1CCN(S(=O)(=O)N2CCOCC2)CC1	-19	4	-3	2	9	.	-5	.
COc1ccc(N2CC(O)=C(c3nc4ccccc4s3)C2=N)c(OC)c1	9	.	.	-3	.	2	.	102*
COC(=O)c1ccc(CN2CC(=O)N3[C@H](CO)[C@@H](c4ccc(Br)cc4)[C@@H]3C2)cc1	-11	-3	.	.	15	.	15	.
COC(=O)c1cc(OC)c(OC)cc1NC(=S)Nc1cccc(Cl)c1	.	-15	.	.	-7	-2	.	3
CC(=O)Nc1ccc(S(=O)(=O)N(C)CC(=O)OCC(=O)N2CCCC2=O)cc1	4	-9	-1	3	.	.	-2	.
CCC(=O)Nc1ccc2c(c1)C(=O)N(C)C[C@@H](OC)[C@@H](C)CN(C(=O)C1CCC1)[C@H](C)CO2	.	-10	0	-4	16	-1	17	-1[16.7 µM]
COc1ccc(CN(C)C2CCN(C)CC2)cc1OC	2	-3	-16	9	-3	5	7	2
CCO[C@@H]1OC(C(N)=O)=C[C@H](c2ccc3c(c2)OCO3)[C@H]1CCCO	8	-7	-1	-17	-3	-2	4	-1
C[C@H](CO)N1C[C@H](C)[C@H](CN(C)C(=O)Nc2ccc3c(c2)OCO3)Oc2cc(C3=CCCCC3)ccc2S1(=O)=O	10	-13	-5	.	-17	2	0	-12[16.7 µM]
C[C@H](CO)N1C[C@H](C)[C@@H](CN(C)C(=O)Nc2ccc3c(c2)OCO3)Oc2ccc(NC(=O)Nc3ccc(F)cc3)cc2CC1=O	10	0	-1	5	5	0	1	-4[16.7 µM]
CC(=O)C1=C(O)C(=O)N(c2ccc(Br)cn2)C1c1cccc([N+](=O)[O-])c1 (configuration not stated)	3	-3	-1	7	.	0	-11	.
CCOC(=O)C(Cc1ccccc1)NC(=O)Cn1nnc(-c2ccc(SC)cc2)n1 (configuration not stated)	-5	.	.	1	9	-1	.	7
O=C(Nc1ccc(F)cc1)N[C@@H]1CC[C@@H](CCNS(=O)(=O)c2ccccc2F)O[C@@H]1CO	.	-20	-3	.	6	-6	-6	.
Cc1ccc(C(=O)NC(=O)CSc2ncccc2C(=O)O)cc1	29	6	2	8	6	.	-2	0
CO[C@@H]1CN(C)C(=O)c2ccc(NS(C)(=O)=O)cc2OC[C@H](C)NC[C@H]1C	.	12	0	-9	7	-3	0	-6[16.7 µM]
C[C@H](CO)N1C[C@H](C)[C@@H](CN(C)S(=O)(=O)c2cccs2)Oc2ccc(NC(=O)Cc3cn(C)c4ccccc34)cc2C1=O	.	.	-1	.	3	3	-9	1[16.7 µM]
NC(=O)C1CCN(C(=O)C2(NC(=O)Nc3cccc(F)c3)CCCCC2)CC1	-14	2	7	5	.	1	8	.
CCCC(=O)Nc1cccc(NC(=O)c2ccc3c(c2)OCCO3)c1	.	-4	.	-4	-16	-1	.	0
CCC(C(=O)OCC(=O)Nc1c(Cl)cc(Cl)cc1Cl)c1ccccc1 (configuration not stated)	-5	.	3	1	.	.	-2	.
O=S(=O)(NNc1ncc(C(F)(F)F)cc1Cl)c1ccc(F)cc1F	15	14	3	.	1	-1	6	4
O=[N+]([O-])c1ccc2c([N+](=O)[O-])ccc3c2c1CC3	9	5	0	11	-1	0	5	1
CC(C)NC(=O)Nc1ccc2c(c1)CC(=O)N([C@H](C)CO)C[C@@H](C)[C@H](CN(C)C(=O)Nc1ccc(F)cc1)O2	-43	12	-1	6	9	-1	-4	4[16.7 µM]
Cn1cc(Cc2ccccc2)c(=O)c(Cc2ccccc2)c1	17	14	-2	-2	-1	0	-7	.
CCCc1c(-c2ccccc2F)ncn1Cc1ccccc1OC	47	22	0	-5	.	.	18	.
CC(C)NC(=O)N(C)C[C@@H]1Oc2ccc(NC(=O)Nc3ccc(C(F)(F)F)cc3)cc2C(=O)N([C@@H](C)CO)C[C@H]1C	11	10	1	.	2	-4	14	0[16.7 µM]
O=C(Cc1ccncc1)N1CC[C@@H]2[C@H]1c1cc(-c3ccccc3F)ccc1N[C@@H]2CO	-84	-2	3	-9	-40	24	-40	-15[16.7 µM]
Cn1nc(C2CC2)cc1NC(=O)CC(CC(=O)O)c1ccccc1 (configuration not stated)	20	24	2	2	0	-1	-3	-1
O=C(O)C12CC3CC(C1)CC(n1ncc(NCc4ccco4)c(Cl)c1=O)(C3)C2	-1	7	1	-8	-6	.	3	.
COC(=O)c1ccc(C(=O)OC)c(NC(=O)CN2CCC(C)CC2)c1	3	28	-1	.	-4	.	18	.
CCOC(=O)C1=C(C)NC(=O)NC1c1ccc(F)cc1 (configuration not stated)	10	0	-1	.	7	.	6	.
Cn1c(=O)c2c(SCC(=O)NCC3CCCO3)nc(-c3ccccc3Cl)nc2n(C)c1=O (configuration not stated)	7	-1	-2	.	.	2	.	4
CCOC(=O)Nc1n[nH]c(NC(=O)OCC)c1[N+](=O)[O-]	2	-43	-3	5	.	.	8	.
COCCNc1nc(Nc2ccc(F)cc2)c2sccc2n1	-2	1	0	4	.	-1	12	0
CC(OC(=O)CCCOc1ccccc1)C(=O)NC(N)=O (configuration not stated)	.	.	.	10	0	0	.	-2
Cc1ccsc1S(=O)(=O)N1CCCC(CCC(=O)NCc2ccccc2F)C1 (configuration not stated)	0	5	3	-3	1	.	-4	.
CCOc1c(C)cnc2c1c(=O)n(Cc1ccccc1F)c(=O)n2C	-2	3	-3	-4	-1	-1	.	0
O=S(=O)(c1ccc(C(F)(F)F)cc1)N1CCN(CCc2ccccc2)CC1	11	12	-2	-5	.	-4	-2	-1
Cc1nc(-c2ccc3c(c2)OCCCO3)cs1	-198	.	-3	-6	.	.	-77	.
Cc1ccc(C(=O)Nc2ccc(C(=O)O)cc2)cc1S(=O)(=O)NCc1ccccc1	-10	-7	3	-4	-9	.	6	.
CCCCn1c(SCC(=O)NCCc2ccc(OC)c(OC)c2)nc2c1c(=O)n(C)c(=O)n2C	.	.	.	-3	5	1	.	-2
CN(C)CC(=O)N[C@@H]1CC[C@@H](CCn2cc(C3CCCC3)nn2)O[C@H]1CO	-17	-17	0	4	2	0	9	.
CO[C@H]1CC[C@H]2CCN(C)C(=O)CCCN(C)C(=O)c3cccc(C#N)c3OC[C@@H]1O2	0	-18	4	3	.	5	2	.
Cc1cccc(C)c1-n1nnnc1C(c1ccnc2ccccc12)N1CCN(c2ccccc2F)CC1 (configuration not stated)	1	24	-3	-8	.	.	0	.

Part of the list above, limited to LGR2 inh and PAX8 reporter.
compound	LGR2 inh	PAX8 reporter
COc1ccc(N2CC(O)=C(c3nc4ccccc4s3)C2=N)c(OC)c1	.	9
COC(=O)c1cc(OC)c(OC)cc1NC(=S)Nc1cccc(Cl)c1	-15	.
